Screening results as filed in PubChem BioAssay.
JMJD2E inh: JMJD2E (human) inhibition. 1.6% of 230,000 active. AID 2147. Potency, µM (highest dose often 57.1 µM), for the others: at the highest dose activity change, negative = inhibition, actives largely listed as inhibitors. JMJD2E catalytic domain, FDH-coupled NADH fluorescence (FDH is formaldehyde dehydrogenase). B2RXH2; active means well fitted inhibition curve with a large enough effect, not every such curve was filed as active; inconclusive means small, poorly fitted or top-dose-only effect, or another doubt; inactive means no such curve, though single readings can be large or run the other way;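 further: 0% = wells with enzyme and -100% = buffer wells without enzyme; nearly all actives have a fitted effect of over 50% in size; many of its hits are not listed in these tables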
Target sequence (B2RXH2 1-337 limits assumed): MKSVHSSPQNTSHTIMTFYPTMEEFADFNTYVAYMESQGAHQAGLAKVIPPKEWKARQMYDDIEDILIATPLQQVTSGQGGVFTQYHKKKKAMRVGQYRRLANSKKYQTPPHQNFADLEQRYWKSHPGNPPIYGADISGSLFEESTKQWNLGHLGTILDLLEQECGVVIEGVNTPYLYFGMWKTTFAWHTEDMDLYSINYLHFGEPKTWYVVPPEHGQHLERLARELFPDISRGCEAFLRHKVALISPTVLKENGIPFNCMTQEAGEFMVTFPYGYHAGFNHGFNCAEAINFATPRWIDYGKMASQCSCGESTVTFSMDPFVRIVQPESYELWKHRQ
Tau fibril FP: blocks human tau fibril formation measured by polarization; Potency, µM (series often up to 57.7 µM), for inactives: at the highest dose activity, negative = inhibition, hits mostly inhibitors; 0.39% of 280,000 active; AID 1468; K18 P301L tau heparin fibrillization, Alexa594 FP, 6 h; further: on the % scale 0 is the no-effect control and ±100 the full control effect; nearly all actives have a fitted effect of over 55% in size
Target sequence (P10636 561-689 P618L limits assumed): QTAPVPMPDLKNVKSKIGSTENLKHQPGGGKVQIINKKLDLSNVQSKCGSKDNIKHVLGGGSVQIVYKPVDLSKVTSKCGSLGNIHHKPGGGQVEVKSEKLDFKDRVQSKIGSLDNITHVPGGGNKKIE
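Recombinant K18 P301L […], labeled with Alexa 594 at 0.24 uM over 15 uM unlabeled; heparin inducer 20 uM final; 37 C, 6 hr; FP endpoint.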
HTT ATP protect: cytoprotection in Huntington HTT-Q103 PC12 cell model; Potency, µM (titrated, usually from 56.4 µM), for the others: cytoprotection (ATP increase), usual class: activators; PC12 HTT-Q103 induced, cytoprotection, ATP luminescence, 40 h; 0.14% of 230,000 active; AID 1471;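 further: % of control where 0% means no effect; nearly all actives have a fitted effect of over 45% in size; toxic huntingtin expression switched on by the ecdysone agonist tebufenozide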
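Stable PC12 Q103-GFP cells in serum-supplemented, phenol red-free DMEM; induction by tebufenozide at 100 nM final; compound dose series; cell viability quantified luminescently from ATP.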
Tau ThT inhib: tau fibrillization inhibition (ThT binding); P10636; recombinant tau K18 P301L, heparin-induced fibrillization, ThT fluorescence; Potency, µM (series often up to 57.4 µM), for the others: top-dose activity, negative = inhibition, hits mostly inhibitors; 2.1% of 270,000 active; AID 1460; further: on the % scale 0 is the no-effect control and ±100 the full control effect; nearly all actives have a fitted effect of over 55% in size
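Aggregation was driven by heparin (20 uM final) acting on recombinant tau […] bearing P301L in 100 mM sodium acetate pH 7; fibrils were detected with Thioflavin T.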
SMN2 splice enh: increases expression of the SMN2 splice variant; HEK293 SMN2-luciferase splicing reporter, luminescence, 30-36 h; Potency, µM (titrated, usually from 46.1 µM), for the others: top-dose activity change, positive = activation, actives largely listed as activators; 2.8% of 210,000 active; AID 1458; further: % of control where 0% means no effect; nearly all actives have a fitted effect of over 55% in size
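HEK293 cells carry an SMN2 […]–luciferase reporter in which exon 7 inclusion puts luciferase in frame. Cells were plated 10-12 h before compound addition, then incubated 30-36 h at 37C. ONE-Glo luminescence was read; sodium butyrate at 4.5 mM final served as control.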
ALDH1A1 block: inhibitors of human aldehyde dehydrogenase 1A1. P00352. Purified ALDH1A1, NADH fluorescence, propionaldehyde substrate. Potency, µM (series often up to 75.3 µM), for inactives: top-dose activity, negative = inhibition, hits mostly inhibitors. 7.3% of 220,000 active; active means well fitted inhibition curve with a large enough effect, not every such curve was filed as active; inconclusive means small, poorly fitted or top-dose-only effect, or another doubt; inactive means no such curve, though single readings can be large or run the other way;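 further: plate controls were no enzyme wells and a reference inhibitor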
Target sequence (P00352 whole entry, looked up): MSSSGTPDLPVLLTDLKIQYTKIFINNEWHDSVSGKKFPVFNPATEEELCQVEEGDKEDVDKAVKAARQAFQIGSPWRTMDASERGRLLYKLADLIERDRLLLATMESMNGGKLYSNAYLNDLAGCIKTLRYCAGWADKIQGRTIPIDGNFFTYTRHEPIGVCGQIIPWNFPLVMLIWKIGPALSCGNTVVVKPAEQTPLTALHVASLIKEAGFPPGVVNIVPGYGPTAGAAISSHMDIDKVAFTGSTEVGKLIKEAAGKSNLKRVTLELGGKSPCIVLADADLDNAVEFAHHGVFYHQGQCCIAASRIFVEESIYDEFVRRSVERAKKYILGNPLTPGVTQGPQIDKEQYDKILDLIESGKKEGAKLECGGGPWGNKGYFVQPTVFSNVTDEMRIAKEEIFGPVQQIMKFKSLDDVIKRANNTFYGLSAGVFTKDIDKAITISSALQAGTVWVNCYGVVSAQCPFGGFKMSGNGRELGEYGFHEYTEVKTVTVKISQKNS
HTT aggregate: mutant huntingtin aggregation inhibition | PC12 HttQ103-GFP aggregates, Acumen cytometry, 40 h | Potency, µM (highest dose often 46.1 µM), inactives show at the highest dose activity change, negative = inhibition, most hits filed as inhibitors | 1.1% of 220,000 active; further: on the % scale 0 is the no-effect control and ±100 the full control effect; nearly all actives have a fitted effect of over 60% in size
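Multiplexed with ATP-based cell death, this channel scores GFP aggregates in PC12 cells expressing inducible HTTex1-Q103-GFP. Induction used 100 nM tebufenozide; compounds were tested in concentration series.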
Tau fluor cs: counter-screen for tau fibril formation inhibitors; tau K18 P301L Alexa594 fluorescence, heparin fibrillization; Potency, µM (series often up to 57.7 µM), for the others: at the highest dose activity change, negative = decrease; 0.93% of 280,000 active; AID 1463; further: on the % scale 0 is the no-effect control and ±100 the full control effect; nearly all actives have a fitted effect of over 55% in size
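Human tau K18 P301L (15 uM unlabeled, 0.24 uM Alexa 594-labeled) in 100 mM sodium acetate pH 7 with 20 uM heparin, 6 hr at 37 C. ThT 30 uM added, 1 hr ambient; Alexa 594 FP and total fluorescence read at 555/632 nm.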
Starred values were filed as active, the others as inactive; ? = inconclusive; / = not tested or not shown; [ ] = dose if it differs, or a comment. Unless noted, the call rests on the fitted dose curve; in most records, active means well fitted curve in the direction sought with a large enough effect; inconclusive means small, poorly fitted or top-dose-only effect, or another doubt; inactive means no such curve, though single readings can be large; an effect the other way counts as inactive or inconclusive. Potency means the concentration at half of the fitted maximal effect. This is a subset (hit frequency here may not be typical).

mol	JMJD2E inh	Tau fibril FP	HTT ATP protect	Tau ThT inhib	SMN2 splice enh	ALDH1A1 block	HTT aggregate	Tau fluor cs
O=C1CCCCCN1CSc1nc2ccccc2s1	-4.3%	0.9%	11.6%	-7.9%	-26.5%	12.6µM*	-9.3%	-10.1%
COc1cccc(NC(=O)Nc2ccc3c(c2)nc(C)n3C)c1	3.6%	10.7%	-56.3%[inhibitor][10 µM]	?	/	14.9%	1.1%[9.22 µM]	-17.6%
O=P(OC1CCCCC1)(OC1CCCCC1)C(O)c1ccc(Cl)cc1Cl (stereo not given)	-4.3%	2.8%	-0.8%	0.5%	18.9%	5.7%	16.4%	-3.2%
O=C(Oc1ccccc1)c1ccccc1OS(=O)(=O)c1ccccc1	4.5%	-8.2%	2.5%	-9.8%	4.5%	-12.6%	18.7%	?
Cc1oc2c(CN3CCCC3)c(O)ccc2c(=O)c1-c1ccccc1	?	-6.3%	-5.4%[1.9 µM]	-17.2%	?	?	-0.2%	-10.0%
CCOc1ccc(/C=N/n2nnnc2N)cc1O	1.3%	-3.3%	0.9%[10 µM]	5.8%	/	?	-13.2%[9.22 µM]	0.6%
CC(C)(CN=C1NS(=O)(=O)c2ccccc21)CNC(=O)CN1C(=O)c2ccccc2C1=O	12.7%	-8.4%	-4.4%[10 µM]	8.6%	-4.4%	-1.2%	10.4%	4.1%
CC1(C)Cc2c(ccc3ccccc23)/C(=C/C#N)N1	3.9%	-3.6%	-33.7%	-10.5%	/	8.7%	13.1%	-12.1%
O=C1NN(c2ccc(F)cc2)C(=O)/C1=C\c1cnn(-c2ccccc2)c1	6.1%	-1.9%	6.2%[10 µM]	5.4%	-0.8%	?	6.6%[9.22 µM]	4.6%
COC(=O)/C=C/c1ccsc1NC(C)=O	4.6%	-8.2%	/	0.8%	34.3%	-11.7%	4.1%	-5.8%
CC1(C)C(=O)OC(/C=C\c2ccccc2)C(C)(C)C1=O (stereo not given)	-8.6%	-4.7%	-17.4%	-8.9%	-4.4%	2.4%	4.9%	-13.2%
CC(C)OC(=O)C1=C2SCC(=O)N2C(N)=C(C#N)C1	-26.4%	-15.7%	3.6%	-14.0%	28.9%	?	22.1%	-4.5%
O=C(CSc1nc2ccccc2[nH]1)NCCc1ccc(Cl)cc1	0.6%	6.2%	-2.9%[10 µM]	3.5%	-9.8%	1.9%	3.0%	3.0%
CCCc1cc(-c2ccc(O)c(OCC)c2)c(C#N)c(N)n1	?	0.3%	-25.3%	-16.3%	?	4.9%	-13.3%	-18.9%
COc1ccc(OC2OC3COC(c4ccco4)OC3C(O)C2NC(C)=O)cc1 (stereo not given)	7.9%	12.4%	6.8%[10 µM]	-13.8%	0.7%	?	-22.5%	-1.2%
COc1ccc(NC(=O)NN2CCOCC2)cc1OC	6.0%	-3.6%	-7.8%	-0.7%	-7.6%	8.0%	4.9%	-3.2%
COc1ccc(N2CCN(CC(O)COc3ccccc3C(C)(C)C)CC2)cc1 (stereo not given)	/	2.7%	/	?	-25.8%	/	/	?
COc1ccccc1N1CCN(C(=O)c2ccc(Br)s2)CC1	-7.9%	10.5%	-9.2%[10 µM]	-16.4%	-0.8%	1.1%	-6.3%	-4.6%
COCCCNC(=O)c1cccs1	3.6%	-2.3%	10.2%	-2.4%	-8.9%	1.2%	14.5%	-5.3%
Cc1ccc(C(=O)COC(=O)CCC(=O)Nc2cc(Cl)ccc2Cl)cc1[N+](=O)[O-]	-2.2%	-7.6%	1.8%	-5.4%	-1.3%	-13.2%	15.9%	-12.0%
CCN1C(=S)SC(=O)C1=C1C=C(C)OC(C)=C1	2.2%	-7.1%	0.6%	?	0.6%	-2.3%	1.4%	-13.7%
COc1ccc(-c2ccc([C@H]3[C@H]4C=CC[C@@H](C)[C@@H]4C(=O)N3Cc3ccccc3)c(F)c2)cc1C	?	1.2%	-5.2%[10 µM]	-8.3%	/	/	-26.3%[9.22 µM]	3.1%
COc1ccc(C/C(N)=N/OC(=O)COc2ccccc2C)cc1	0.0%	-4.6%	/	-15.0%	-4.1%	-1.7%	18.5%	-12.6%
Cc1nnc2ccc(-c3ccc(NC(=O)c4ccc(Cl)nc4)cc3)nn12	-23.3%	4.1%	-12.6%	-7.1%	1.3%	-9.5%	-1.6%[9.22 µM]	-1.8%
CN(C)c1nc(C#N)nc(N2CCOCC2)n1	-8.3%	-3.1%	-25.0%	-7.5%	-46.5%[inhibitor]	-14.4%	-7.2%	-5.2%

Single records, as listed above. Values in the order: JMJD2E inh	Tau fibril FP	HTT ATP protect	Tau ThT inhib	SMN2 splice enh	ALDH1A1 block	HTT aggregate	Tau fluor cs
`CC1(C)Cc2c(ccc3ccccc23)/C(=C/C#N)N1` is listed as 3.9%	-3.6%	-33.7%	-10.5%	/	8.7%	13.1%	-12.1%
`COC(=O)/C=C/c1ccsc1NC(C)=O` is listed as 4.6%	-8.2%	/	0.8%	34.3%	-11.7%	4.1%	-5.8%

Continued:
mol	JMJD2E inh	Tau fibril FP	HTT ATP protect	Tau ThT inhib	SMN2 splice enh	ALDH1A1 block	HTT aggregate	Tau fluor cs
Cc1nc2ccccc2c(=O)n1NCc1cc(Br)cs1	-14.5%	3.8%	-12.7%	-12.8%	-31.0%	1.2%	-2.2%	-16.2%
O=C(c1cccs1)N1CCN(S(=O)(=O)c2ccccc2)CC1	9.2%	4.1%	-9.2%	-10.9%	12.4%	-14.3%	-11.8%	-5.2%
COc1ccc(S(=O)(=O)N(Cc2nc3ccccc3c(=O)[nH]2)C2CCCC2)cc1	0.3%	10.0%	-13.1%	-2.9%	14.7%	?	-23.4%	-4.9%
CC(C)C(=O)N1CCN(c2ccc(NC(=O)c3ccc4c(c3)OCCO4)cc2Cl)CC1	2.3%	5.0%	-17.9%[10 µM]	?	-40.9%[inhibitor]	?	?	?
COc1ccc(-c2c(C)oc3c(CN4CCN(C)CC4)c(O)ccc3c2=O)cc1	?	-11.3%	-11.7%[10 µM]	-8.4%	-0.2%	?	7.5%	-6.4%
O=S(=O)(N/N=C/c1cccnc1)c1ccc(Cl)c(Cl)c1	6.7%	-13.4%	7.5%[10 µM]	?	/	/	18.1%[9.22 µM]	-16.5%
COc1ccc(C)cc1S(=O)(=O)n1nc(C)cc1C	14.1%	3.6%	-4.1%	-4.4%	-4.1%	15.3%	0.7%	-6.4%
Cn1nc(C(F)(F)F)c2cc(C(=O)Nc3ccc(F)cc3F)sc21	195.4%[activator]	-2.2%	2.6%[10 µM]	-7.5%	-0.4%	-4.8%	0.1%	-17.2%
CONc1nc2nonc2nc1NOC	2.2%	7.2%	15.2%[10 µM]	4.5%	3.7%	-2.9%	3.2%	13.3%
CCN(CC)S(=O)(=O)c1cccc(-c2nnc(SC(C)C#N)n2Cc2ccccc2)c1 (stereo not given)	5.2%	-6.9%	-26.4%	-10.2%	9.3%	7.94µM*	-12.2%	-3.2%
O=C(NC1CC2CCCC(C1)N2C1CC1)NC12CC3CC(CC(C3)C1)C2 (stereo not given)	-1.9%	-2.5%	6.0%	-2.2%	8.6%	0.9%	-3.0%	-3.5%
COc1ccc(NC(=O)CSc2nnc(C3CCCCC3)o2)c(OC)c1	6.2%	9.3%	13.2%	-11.7%	7.8%	2.6%	18.6%	-14.6%
CCn1c2ccccc2c2cc(CN3CCN(Cc4ccc(Cl)cc4)CC3)ccc21	/	-8.0%	/	?	-10.0%	/	/	-20.0%
O=c1[nH]c(/C(=N\O)c2ccccc2)no1	8.7%	?	14.8%	?	-21.7%	23.8µM*	-9.0%	-11.6%
CCC1CCCCN1C1Sc2ccc(C(=O)OC)cc2NC1=O (stereo not given)	0.1%	3.7%	12.0%	-10.3%	-9.8%	?	-2.4%	-7.4%
CSc1oc(-c2ccco2)nc1S(=O)(=O)c1ccc(F)cc1	-2.1%	-3.3%	9.8%	-15.5%	8.0%	?	-21.6%	-17.1%
COC(=O)C(Nc1nccs1)(OC)C(F)(F)F (stereo not given)	3.4%	-4.7%	8.7%	?	-1.1%	7.1%	32.4%	-9.1%
COc1ccc(-c2cc(C(=O)Nc3ccc(O)cc3)c3ccccc3n2)cc1OC	107.0%[activator]	8.1%	-28.4%[10 µM]	/	/	/	18.6%[9.22 µM]	?
O=C(CSc1nc2c(oc3ccccc32)c(=O)n1Cc1ccco1)Nc1ccccc1Cl	/	-4.6%	/	0.6%	-3.0%	/	/	-15.2%
CCc1ccc(CN(C(=O)c2nc(SC)ncc2Cl)C2CCS(=O)(=O)C2)cc1 (stereo not given)	/	-2.4%	/	-9.3%	-1.9%	/	/	-17.4%
CCOc1ccc(NC(=O)Nc2ccccc2C(N)=O)cc1	?	5.2%	0.3%[10 µM]	-14.0%	5.5%	6.8%	15.8%[9.22 µM]	-9.3%
O=c1sc2ccccc2n1COc1ccc(Cl)cc1	0.9%	?	2.4%	-6.8%	-20.7%	-1.2%	-32.5%	-29.9%
CCCCCCCC(=O)Nc1ccc(S(=O)(=O)Nc2nccs2)cc1	-0.7%	2.9%	-0.7%[10 µM]	-8.7%	3.0%	-4.9%	-4.6%	-0.7%
CCn1cc(C2=NOC(C(=O)Nc3cc(C)nn3-c3ccccc3)C2)c(C)n1 (stereo not given)	0.7%	-1.9%	0.7%[10 µM]	-2.8%	-19.6%	17.4%	-5.3%	-3.6%
CC(=O)c1cc(F)c(N2CCN(C(=O)C(C)(C)C)CC2)cc1C	-1.4%	1.1%	-17.2%	-5.3%	-8.9%	15.8µM*	?	-8.4%
Cc1ccc2cccc(OCC(=O)Nc3ccc(N4CCOCC4)cc3)c2n1	-17.0%	-2.3%	-54.7%[inhibitor]	?	-9.4%	-4.6%	-20.1%	-7.1%
CN(C)c1nnnn1-c1ccccc1Oc1ncc(C(F)(F)F)cc1Cl	1.4%	3.3%	-19.7%	-4.8%	14.6%	5.5%	8.9%	-2.3%
COC(=O)[C@H](CCSC)NC(=O)Nc1cc(C)ccc1C	6.9%	-3.0%	-27.3%[10 µM]	-2.6%	-4.2%	-2.9%	-3.7%	-5.2%
